KCNK3 block: human KCNK3 channel inhibition, primary screen; AID 602410; O14649; CHO-KCNK3 thallium flux, FluxOR fluorescence; stronger effect = lower value; B-score at 10 µM; actives 0.84% (n = 340,000);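 active = B-score under library mean minus 4 SD, starting fluorescence ratio at most library mean plus 5 SD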;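 also: more negative B-score means stronger inhibition of thallium flux through KCNK3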
KCNQ1 pot: potentiates or activates the human KCNQ1 potassium channel. P51787. CHO-K1 KCNQ1, thallium flux FluxOR fluorescence; stronger effect = higher value. B-score at 10 µM. actives 0.35% (n = 310,000). AID 2648;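 active = fluorescence ratio B-score, a plate-corrected score, at least three library SD, with initial intensity B-score within 5 SD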
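System: CHO-K1 cells stably expressing KCNQ1 / Medium: assay buffer for compound exposure, DMSO matched across wells / Reagent: thallium- and potassium-containing depolarizing buffer / Compound: one concentration, matched DMSO / Incubation: 20 min compound pretreatment at room temperature / Measured by: kinetic FluxOR fluorescence, 10 s baseline plus 110 s post-stimulus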
Platelet DG rel: modulates dense granule release in human platelets | human platelet-rich plasma, SFLLRN dense granule ATP release, luminescence | inhibition, %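 (compounds screened at 7.5 µM in platelet-rich plasma)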 | actives 0.22% (n = 300,000) | AID 1663;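 active = mean replicate score, as percent of positive control, at or above 50; inconclusive = mean below 50 but at least one replicate at or above 50; inactive = mean and every replicate below 50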
TRPC4 inh: TRPC4 (mouse) channel inhibition; Q9QUQ5; HEK293 TRPC4beta/mu-opioid, DAMGO-evoked Fluo4 calcium flux; stronger effect = lower value; B-score at 10 µM; actives 0.39% (n = 300,000); AID 2247;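 active = B-score over 3 SD under the library average, no early fluorescence shift, positive overall ratio signal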
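Assay system – HEK293 line stably carrying TRPC4beta and mu-opioid receptor · Doses – single dose · Detection – Fluo4 calcium-dye fluorescence, kinetic read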
PolyA inh: inhibitors of polyadenylation in S. cerevisiae; S. cerevisiae SKY197-pL101 polyadenylation reporter, beta-gal luminescence; efflux-impaired pdr1/pdr3 knockout yeast; score 100 = 6 SD above DMSO; calls only at 12 µM; actives 0.02% (n = 300,000); AID 1875;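 active = lowest replicate activity score at least 50, where 100 means six control SD above control mean; inconclusive = lowest score under 50 but half or more replicates reach 50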;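 also: yeast exposed to compound for 9 h at 30 °C; higher score means more reporter readthrough which indicates perturbed polyadenylation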
DYRK1A inh: Dyrk1A (rat) kinase inhibition; Q63470; ADP-Glo luminescence, NFATc1 peptide; inhibition, % at 12.5 µM; actives 0.43% (n = 310,000); AID 504441; in the data active = inhibition above about 50%;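 also: plate controls were vehicle with enzyme for no effect and no enzyme for full effect; many of its hits are not listed in these tables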
TRPC4 PAM: allosterically enhances the mouse TRPC4 cation channel | B-score at 10 µM | Q9QUQ5 | actives 0.42% (n = 310,000) | HEK293 TRPC4beta/mu-opioid, DAMGO EC20, Fluo-4 Ca2+ flux; stronger effect = higher value;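 active = B-score of calcium response area above 5 SD of library B-scores, with initial fluorescence ratio within 5 SD of library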;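 also: B-score of integrated fluorescence ratio over time as area under calcium response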
KCNK9 inh: human KCNK9 channel inhibition | Q9NPC2 | HEK293 KCNK9, FluxOR thallium flux fluorescence; stronger effect = lower value | B-score at 10 µM | actives 1.2% (n = 310,000) | AID 488922;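 active = ratio B-score over 3 SD below the library mean, with starting fluorescence within 5 SD of its mean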;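 also: negative B-score means less thallium flux so channel inhibition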
TRPC4 act: opens the mouse TRPC4 cation channel. HEK293 TRPC4beta/mu-opioid, Fluo4 calcium fluorescence; stronger effect = higher value. B-score at 10 µM. actives 0.49% (n = 310,000);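 active = B-score above 5 SD of library B-scores, and initial fluorescence ratio not above library mean plus 5 SD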;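 also: positive B-score marks a calcium rise read as TRPC4 activation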
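Incubation: 45 min room-temperature Fluo4 loading, 110 s read / System: HEK293 cells stably co-expressing mouse TRPC4beta and mu-opioid receptor / Signal: Fluo4 fluorescence, kinetic / Control set: buffer (low) and maximal DAMGO (high) / Measure: integrated baseline-normalised fluorescence ratio, converted to per-well B score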
KCNQ1 block: inhibitors of human KCNQ1 potassium channel; P51787; CHO-K1 KCNQ1, FluxOR thallium flux fluorescence; stronger effect = higher value; B-score at 10 µM; actives 1.3% (n = 310,000); AID 2642;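 active = compounds whose thallium flux B-score, printed positive for inhibition, exceeds three library SD while starting fluorescence stays within three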;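 also: channel opened by potassium depolarization with thallium stimulus after 20 min compound exposure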
hERG protect: shields human hERG channel from block by proarrhythmic agents | actives 0.51% (n = 310,000) | AID 1511 | CHO-hERG, FluxOR thallium flux, dofetilide IC70 present | Q12809 | activation (rescue from dofetilide block), less the hit threshold, % at 10 µM;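 active = activation above the mean of controls blocked by dofetilide plus 5 SD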;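 also: thallium influx through hERG after potassium depolarization seen as dye fluorescence rise; in these data hits start at about 4.7%; inactives centre near -7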
Target sequence (Q12809 whole entry, looked up): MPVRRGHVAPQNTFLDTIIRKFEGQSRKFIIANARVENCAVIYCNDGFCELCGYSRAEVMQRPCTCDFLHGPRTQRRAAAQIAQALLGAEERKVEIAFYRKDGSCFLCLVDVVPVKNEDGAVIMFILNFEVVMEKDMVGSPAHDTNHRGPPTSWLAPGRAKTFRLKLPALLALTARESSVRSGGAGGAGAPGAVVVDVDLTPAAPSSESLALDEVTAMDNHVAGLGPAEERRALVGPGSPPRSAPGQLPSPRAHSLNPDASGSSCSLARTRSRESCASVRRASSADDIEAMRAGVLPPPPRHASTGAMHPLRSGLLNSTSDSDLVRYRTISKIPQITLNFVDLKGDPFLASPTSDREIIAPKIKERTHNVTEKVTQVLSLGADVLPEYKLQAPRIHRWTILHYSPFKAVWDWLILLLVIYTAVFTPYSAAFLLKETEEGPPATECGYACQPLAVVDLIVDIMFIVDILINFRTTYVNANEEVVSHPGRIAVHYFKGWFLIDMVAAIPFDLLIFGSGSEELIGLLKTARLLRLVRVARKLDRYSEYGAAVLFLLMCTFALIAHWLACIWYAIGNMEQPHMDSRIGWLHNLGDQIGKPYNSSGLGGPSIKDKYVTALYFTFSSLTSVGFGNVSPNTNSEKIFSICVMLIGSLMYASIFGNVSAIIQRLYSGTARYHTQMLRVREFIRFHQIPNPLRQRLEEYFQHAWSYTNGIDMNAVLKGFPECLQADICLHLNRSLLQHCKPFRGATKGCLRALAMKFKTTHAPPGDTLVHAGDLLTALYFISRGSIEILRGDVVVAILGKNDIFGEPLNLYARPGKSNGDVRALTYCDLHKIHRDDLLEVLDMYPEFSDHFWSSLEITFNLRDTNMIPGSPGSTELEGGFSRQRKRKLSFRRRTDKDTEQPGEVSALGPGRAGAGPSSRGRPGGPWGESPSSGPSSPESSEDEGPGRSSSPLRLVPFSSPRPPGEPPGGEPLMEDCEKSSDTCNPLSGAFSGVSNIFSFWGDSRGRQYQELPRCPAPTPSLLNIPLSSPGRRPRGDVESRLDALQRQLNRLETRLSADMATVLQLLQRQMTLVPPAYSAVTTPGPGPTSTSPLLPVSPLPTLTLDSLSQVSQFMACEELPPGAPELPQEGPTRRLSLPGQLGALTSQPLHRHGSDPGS
Starred values were filed as active, the others as inactive; i = inactive; ? = inconclusive; . = no result given.

Sequence of screens – TRPC4 act | DYRK1A inh | KCNQ1 pot | TRPC4 PAM | KCNK3 block | TRPC4 inh | KCNQ1 block | Platelet DG rel | PolyA inh | hERG protect | KCNK9 inh
> Fc1ccccc1-c1csc(=Nc2cccnc2)n1CCCn1ccnc1
    i | 2 | i | i | i | i | i | 10 | i | -11 | i
> O=C(CC1NC(=O)NC1=O)NC1(C(=O)NC2CCCCC2)CCCCC1 (stereo not given)
    i | 4 | i | i | i | i | i | 2 | i | -2 | i
> COc1ccccc1C(=O)COC(=O)CCNS(=O)(=O)c1ccc(C)c(C)c1
    i | 14 | i | i | i | i | i | 11 | i | -14 | i
> COc1ccc(CN2CCC(=O)N([C@H](CO)c3ccccc3)CC2)cc1
    i | -17 | i | i | i | i | i | 0 | i | -4 | i
> Cc1c(C(=O)OCC(=O)Nc2ccc(C(=O)N(C)C)cc2)oc2ccccc12
    i | . | i | i | i | i | i | -30 | i | -8 | i
> Cc1cccc(C(=O)Nc2ccc(C(=O)/C=C/c3cccs3)cc2)c1
    i | -3 | i | i | i | i | i | 1 | i | -9 | i
> Fc1ccccc1-c1nc(-c2ccncc2)no1
    i | . | i | i | i | i | i | -8 | i | -6 | i
> CN(c1ccccc1C(=O)Nc1ccc(CC#N)cc1)S(=O)(=O)c1ccccc1
    i | -1 | i | i | i | i | i | -1 | i | -5 | i
> Clc1ccc(OCCCn2cncn2)cc1Cl
    i | 7 | i | i | i | i | i | . | i | -6 | i
> CC1CCN(S(=O)(=O)c2ccc(C(=O)NCc3ccc4c(c3)OCO4)cc2)CC1
    i | 12 | i | i | i | i | i | 0 | i | -8 | i
> Cc1cc2c(c(=O)n1CC1CCCO1)C(c1ccc3c(c1)OCO3)C(C#N)=C(N)O2 (stereo not given)
    i | -2 | i | i | i | i | i | 3 | i | -7 | i
> Cc1noc(/C=C/c2ccco2)c1S(=O)(=O)N1CCC(C(=O)N(C)Cc2ccccc2)CC1
    i | 4 | i | i | i | i | i | 5 | i | -16 | i
> CC(C)c1ccc(CCNC(=O)c2ccc([N+](=O)[O-])cc2)cc1
    i | -1 | i | i | i | i | i | 2 | i | -7 | i
> CCn1c(=O)n(CC)c2cc(NC(=O)CSc3ccc([N+](=O)[O-])cn3)ccc21
    i | 1 | i | i | i | i | i | 3 | i | -6 | i
> Cc1ccc2[nH]c(=O)c(CN(CCCN3CCOCC3)Cc3nnnn3C3CCCC3)cc2c1
    i | -11 | i | i | i | i | i | 0 | i | -5 | i
> COc1ccc(CN2CCN(Cc3cccc(OC)c3)C(CCO)C2)cc1 (stereo not given)
    i | -4 | i | i | i | i | i | 9 | i | -3 | i
> COCCCNC(=S)N1CCCC(c2nc3cc(C)c(C)cc3[nH]2)C1 (stereo not given)
    i | -8 | i | i | i | i | i | 19 | i | -11 | i
> CC(=O)N1CCN(S(=O)(=O)c2cccc(C(=O)OCC(=O)N3CC(=O)Nc4ccccc43)c2)CC1
    i | 2 | i | i | i | i | i | 2 | i | -7 | i
> Clc1ccc(/C=N/c2c(-c3ccco3)nc3ccccn23)cc1
    i | -7 | i | i | i | i | i | 12 | i | -7 | i
> COc1ccc(CN2C(=O)CS(=O)CC2=O)cc1OC
    i | -1 | i | i | i | i | i | 3 | i | -2 | i
> COc1ccc(C2=NS(=O)(=O)N(C)C(C(=O)NC(C)c3ccccc3)=C2)cc1 (stereo not given)
    i | -1 | i | i | i | i | i | -7 | i | -6 | i
> CNC(=S)N(Cc1cccs1)Cc1cc2cc(OC)c(OC)cc2[nH]c1=O
    i | -3 | i | i | i | i | i | 9 | i | -9 | i
> CCNC(=S)NNC(=O)c1csc2ccccc12
    i | 4 | i | i | i | i | i | 11 | i | -7 | i
> O=C(Cn1nc(C(=O)O)c2ccccc2c1=O)NCC1CCCO1 (stereo not given)
    i | 3 | i | i | i | i | i | ? | i | -10 | i
> Cc1cccc(/C=N/Nc2cc(N3CCOCC3)nc(N3CCOCC3)n2)c1
    i | 3 | i | i | i | i | i | -14 | i | -8 | i
> CC(=O)c1ccc(OCCCCOc2ccc(C(C)=O)cc2)cc1
    i | -2 | i | i | i | i | i | -6 | i | -4 | i
> Cc1ccc(OCC(=O)N/N=C\c2ccc(C)o2)c([N+](=O)[O-])c1
    i | -4 | i | i | i | i | i | 3 | i | -3 | i
> CCCCOC(=O)Nc1nnc(CCOCC)s1
    i | -5 | i | i | i | i | i | 3 | i | -7 | i
> NS(=O)(=O)c1ccc(CCNC(=O)COC(=O)CN2C(=O)C3CCCCC3C2=O)cc1 (stereo not given)
    i | -4 | i | i | i | i | i | 3 | . | -9 | i
> COc1ccc(-c2noc(CNC(=O)CCN3C(=O)[C@H]4CC=CC[C@H]4C3=O)n2)cc1
    i | 4 | i | i | i | i | i | 9 | i | -8 | i
> CN(C1CCS(=O)(=O)C1)S(=O)(=O)c1cccs1 (stereo not given)
    i | -7 | i | i | i | i | i | 7 | i | -10 | i
> Cc1c(C(=O)O)nnn1-c1nonc1N
    i | 1 | i | i | i | i | i | -3 | i | -7 | i
> COc1ccc(NS(=O)(=O)c2ccc(C)c(C(=O)OC(C)C(=O)N3CCOCC3)c2)cc1 (stereo not given)
    i | -12 | i | i | i | i | i | -4 | i | -14 | i
> Cn1c2ccccc2c2cnn(CC(=O)Nc3ccc(Cl)cc3)c(=O)c21
    i | 13 | i | i | i | i | i | -4 | i | -8 | i
> COc1nn(C(C)C(=O)N2N=C(C(F)F)CC2(O)C(F)F)cc1[N+](=O)[O-] (stereo not given)
    i | -3 | i | i | i | i | i | 1 | i | -7 | i
> Cc1ccccc1C(=O)N/N=C/c1ccsc1C
    i | -5 | i | i | i | i | i | 2 | i | -2 | i
> CCCCCCCCCc1nc2sc3c(c2c(=O)n1NC(=O)c1ccccc1[N+](=O)[O-])CC(C)(C)OC3
    i | -3 | i | i | i | i | 8* | 8 | i | -9 | i
> O=C(c1cccnc1)N1CCN(Cc2cccc(Br)c2)CC1
    i | -2 | i | i | i | i | i | -2 | i | 0 | i
> COc1ccc(-n2nc3c(c2NC(=O)c2c(-c4ccccc4Cl)noc2C)CS(=O)(=O)C3)cc1
    i | -7 | i | i | i | i | i | 4 | i | -11 | i
> CC1=C(C(N)=O)C(c2cccs2)NC(=O)N1 (stereo not given)
    i | -11 | i | i | i | i | i | -1 | i | -13 | i
> Cc1nc(-c2ccc(-c3ccon3)s2)no1
    i | 3 | i | i | i | i | i | 6 | i | -8 | i
> O=C(C/C=N\OCc1ccc([N+](=O)[O-])cc1)Nc1ccc(Cl)cc1
    i | 1 | i | i | i | i | i | -2 | i | 1 | i
> COCCNc1nc2ccccc2n2cnnc12
    i | 15 | i | i | i | i | i | 0 | i | -3 | i
> O=[N+]([O-])c1cccc(-c2ccc(SCc3cccnc3)nn2)c1
    i | . | i | i | i | i | 6* | 0 | i | -8 | i
> O=C(Oc1cccc(NC(=O)c2ccco2)c1)c1ccc(Br)c(S(=O)(=O)N2CCCCC2)c1
    i | -2 | i | i | i | i | i | -1 | i | -16 | -7.8*
> Cc1onc(-c2ccccc2Cl)c1C(=O)N1CCN(c2ncccn2)CC1
    i | -6 | i | i | i | i | i | -1 | i | -19 | i
> COc1ccc(/C(N)=N/OC(=O)c2ccc(C)c([N+](=O)[O-])c2)cc1OC
    i | 6 | i | i | i | i | i | -14 | i | -8 | i
> Cc1ccc(-c2csc(C3C(N)=NC(S)=C(C#N)C34CCCCC4)n2)cc1 (stereo not given)
    i | 3 | i | i | i | i | i | 3 | i | -20 | i
> C=CCOC(=O)C1=C(C)NC(SCC(N)=O)=C(C#N)C1c1ccc(C)cc1 (stereo not given)
    i | 0 | i | i | i | i | i | 14 | i | -4 | i
> CCSc1nc(C)c(C(C)=O)cc1C#N
    i | -5 | i | i | i | i | i | -9 | i | -4 | i
> CC(=O)N1CCN(C(=O)c2cc(S(=O)(=O)Nc3ccc(S(C)(=O)=O)cc3)ccc2Cl)CC1
    i | 4 | i | i | i | i | i | 0 | i | -16 | i
> COc1cccc(NC(=S)N2CCc3cc(OC)c(OC)cc3C2COc2ccc3c(C)cc(=O)oc3c2)c1 (stereo not given)
    i | -5 | i | i | i | i | i | 30 | i | -11 | i
> CCOC(=O)c1ccc(NC(=O)Nc2ccc(S(N)(=O)=O)cc2)cc1
    i | 2 | i | i | i | i | i | 2 | i | -12 | i
> O=S(=O)(Cc1cccc(F)c1)c1c[nH]c2ccccc12
    i | 7 | i | i | i | i | i | 3 | i | -14 | i
> CCOc1ccc(C2CC(=O)NC(SC)=C2C#N)cc1 (stereo not given)
    i | -1 | i | i | i | i | i | -5 | i | -14 | i
> COc1ccc(-c2c(=O)n(OCc3ccccn3)c3ccccc3[n+]2[O-])cc1OC
    i | 1 | i | i | i | i | i | -1 | i | -10 | i
> CCOC(=O)c1c(C)c(C(=O)NC(C)COC)c(C)n1C (stereo not given)
    i | . | i | i | i | i | i | -3 | i | -13 | i

Single records (already shown). Values in the order: TRPC4 act | DYRK1A inh | KCNQ1 pot | TRPC4 PAM | KCNK3 block | TRPC4 inh | KCNQ1 block | Platelet DG rel | PolyA inh | hERG protect | KCNK9 inh
CN(C1CCS(=O)(=O)C1)S(=O)(=O)c1cccs1 (stereo not given) across the screens: i | -7 | i | i | i | i | i | 7 | i | -10 | i
COc1cccc(NC(=S)N2CCc3cc(OC)c(OC)cc3C2COc2ccc3c(C)cc(=O)oc3c2)c1 (stereo not given) across the screens: i | -5 | i | i | i | i | i | 30 | i | -11 | i
Cc1c(C(=O)O)nnn1-c1nonc1N across the screens: i | 1 | i | i | i | i | i | -3 | i | -7 | i
CCSc1nc(C)c(C(C)=O)cc1C#N across the screens: i | -5 | i | i | i | i | i | -9 | i | -4 | i

Assay outcomes as filed in PubChem BioAssay.

Only part of the results is shown; rates above refer to the full screens.
